anti-Giardia: anti-Giardia activity of synthetic compounds – Compounds Australia Scaffold Library subset, 24/48 h, primary screen (AID 1794835) | active compounds read high | inhibition, % at 10 µM | hit rate 2% among 2,500; in the data active = inhibition mostly above about 45%, no sharp cut-off; inactive = mostly below about 37%;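 note: 0% = parasite counts in DMSO vehicle wells; trophozoite growth inhibition read by imaging counts at 24 h; calls made by hand needing about 50% inhibition in two separate runs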
The depositor's hits bear a star; i = inactive. A portion of the library; the hit share may differ from the screen's.

SMILES | anti-Giardia
CC(=O)N1CCCN(Cc2ncc(Cl)n2C)CC1 | 47
CCc1nnc(Cn2cnc3sccc3c2=O)o1 | i
COCCCNc1ncnc2sc3c(c12)CCN(Cc1ccco1)C3 | i
COc1ccc(OC)c(NC(=O)Cn2cccc2-c2nnc(C3CC3)o2)c1 | i
NC(=O)CN1CCCN(c2nccc(C(F)(F)F)n2)CC1 | 1
Cc1ccc(C)c(S(=O)(=O)Nc2ccc3nnc(-c4ccccc4)n3n2)c1 | i
Cc1ccc(-c2nc3ccccc3[nH]2)cc1NC(=O)C(C)C | i
Cc1nc(CN2CCN(C(=O)c3c(C)c(C)n[nH]c3=O)CC2)cs1 | i
O=C(CSc1nnc(-c2cc(Cl)sc2Cl)c(=O)[nH]1)NCc1ccccc1F | i
CCc1nnc2n1CCN(C(=O)c1cnn(C(C)(C)C)c1)C2 | i
CN(CC(=O)Nc1ccc(Br)cc1F)C(=O)c1ccc2c(c1)nnn2C1CCCC1 | i
CCN1CCN(Cc2nc(N)nc(Nc3ccc(F)cc3)n2)CC1 | i
Cn1cnnc1C1CCCN(C(=O)C2CCCN(c3ncccc3C(F)(F)F)C2)C1 (stereo unspecified) | 4
COc1ccc(-n2ccn3c(CCC(=O)Nc4cc(C)cc(C)c4)nnc3c2=O)cc1 | 16
COc1ccc(OC)c(NC(=O)c2cc(-c3ccco3)nc3c2c(C)nn3C)c1 | i
Cc1cc(NC(=O)CN2c3ccccc3NC3=C(C(=O)CC(C)(C)C3)C2c2ccccc2)no1 (stereo unspecified) | i
O=C(c1ccc2c(=O)n3c(nc2c1)CCCC3)N1CC=C(c2ccccc2)CC1 | i
CC1(C(=O)NCc2ccccc2)Cn2cnc(C(=O)N3CCc4ccccc43)c2C(=O)N1C1CC1 (stereo unspecified) | i
COc1ccc(-c2noc(C3CCOCC3)n2)c(OC)c1 | i
O=C(OCc1nc(-c2ccccc2Cl)no1)c1ccc2c(=O)n3c(nc2c1)CCCCCC3 | i
CC1CN(C(=O)C2CCN(C(=O)C(C)(C)C)CC2)c2ccccc2O1 (stereo unspecified) | i
CN(C)C(=O)CN1CCCN(Cc2ncc(C(C)(C)C)o2)CC1 | 2
Cn1nc(C(=O)N2CCN(S(=O)(=O)c3ccc(Cl)s3)CC2)ccc1=O | i
CCOC(=O)c1cccc(NC(=O)c2cnc(C)nc2C)c1 | i
CN(C)c1ccc(NC(=O)C2=NN(Cc3ccc(F)cc3)C(=O)CC2)cc1 | 8
SMILES | anti-Giardia
Cc1nn(C)c2nc(-c3ccccc3)cc(C(=O)N3CCCC3c3nc4ccccc4s3)c12 (stereo unspecified) | i
COc1cccc(CNC(=O)CN2CCN(C(C)C)CCC2=O)c1 | i
CC(=O)N1CCCN(Cc2cc(C)on2)CC1 | i
Cc1cc(NC(=O)C2CCN(S(=O)(=O)c3c(C)n[nH]c3C)CC2)ccc1Br | 12
CC(C)Cn1c(=O)c2sccc2n2c(CCC(=O)NC3CC3)nnc12 | 7
O=C(Cn1nccc1-c1ccncc1)Nc1ccc(Cl)cc1 | i
CN1C(=O)Cc2cc(-c3csc(N=C(N)N)n3)ccc21 | i
Cc1nnc(-c2ccc3ccn(CC(=O)N4CCCc5ccccc54)c3c2)o1 | i
COc1ccc(-c2noc(-c3cc(-c4ccc(OC)cc4OC)n[nH]3)n2)cc1 | i
Cc1csc(C2CCCCN2)n1 (stereo unspecified) | 6
Cc1cccc(NC(=O)NC2CCN(c3nc(C)cc(C)n3)CC2)c1 | 34
CN(Cc1ccc2c(c1)OCCO2)Cn1nccc1-c1ccncc1 | i
COc1ccc(OCC(=O)N2CCN(Cc3ccc(C)cc3)c3ncccc32)cc1 | 7
CC1CCC(NC(=O)C2CCCN(C(=O)c3cc4sccc4n3C)C2)CC1 (stereo unspecified) | i
Cc1ccc(CNC(=O)C2CCCN2S(=O)(=O)c2ccc3c(c2)nnn3C(C)C)cc1 (stereo unspecified) | i
Cc1ccc(C)c(S(=O)(=O)N2CCN(C(=O)c3c[nH]cc3-c3ccccc3)CC2)c1 | 1
COc1cccc(CN(C)C(=O)c2sccc2S(=O)(=O)N2CCOCC2)c1OC | i
CC1(C(=O)N2CCCC(CN3CCOCC3)C2)CC1(Cl)Cl (stereo unspecified) | 14
O=C(c1cccc(N2CCNC(c3ccccc3)C2)n1)N1CCN(c2ccccc2)CC1 (stereo unspecified) | 14
COCCCc1nc(-c2cc3c(cc2F)NC(=O)CC3)cs1 | i
O=C(COc1ccccc1)N1CCC(Cc2nnc(-c3ccccc3)o2)CC1 | 2
Cc1ccc(-c2csc3ncnc(Nc4cnn(CCO)c4)c23)cc1C | i
O=c1c(C(F)(F)F)cccn1Cc1nnc(Cc2ccccc2)o1 | 0
Cc1nn(C)c2c(N3CCCC(C(=O)NCc4ccc(F)cc4Cl)C3)nccc12 (stereo unspecified) | i
CCCN(c1ccccc1C(=O)O)S(=O)(=O)c1ccc2[nH]c(=O)[nH]c2c1 | 12
SMILES | anti-Giardia
COc1ccc(S(=O)(=O)N2CCCN(c3nc4cccnc4s3)CC2)cc1 | i
COc1ccc(S(=O)(=O)N2CCc3nc(-c4ccccc4)ncc3C2)cc1 | 7
CC(C)COCCCNC(=O)N1CCCC1c1nnc2ccccn12 (stereo unspecified) | i
CC(C)(C)OC(=O)CCN1CCN(C(=O)C2CCC2)CC1 | i
O=c1ccccn1Cc1nnc(-c2ccc(Br)o2)o1 | 9
Cn1ncc(N2CCCC(c3ncn[nH]3)C2)c(Cl)c1=O (stereo unspecified) | i
CCOC(=O)N1CCN(CC(=O)N2CCNC(=O)C2CC(=O)Nc2ccccc2C)CC1 (stereo unspecified) | i
Cc1ccc2c(Cn3cc(C(F)(F)F)ccc3=O)cc(=O)oc2c1C | i
NC(=O)c1nn2c(C(F)(F)F)cc(-c3ccccc3)nc2c1Br | 39
O=C(COc1ccccc1)N1CCCN(c2cccnn2)CC1 | 2
Cc1ccc2c(=O)c(C(=O)N3CCSCC3)c[nH]c2n1 | 11
CCn1cc(C(=O)Nc2ccccc2O)c(=O)c2cc(F)c(N3CCN(C(C)=O)CC3)cc21 | i
Cc1sc2nc(CN3CCCC3)nc(Sc3nnc4ccccn34)c2c1C | i
CCC(C)NC(=O)CN1CCN(CN2C(=O)NC3(CCCCCC3)C2=O)CC1 (stereo unspecified) | i
CCn1c(COC(=O)c2c(OC)cccc2OC)nc2cc(S(=O)(=O)N3CCCCC3)ccc21 | i
Cc1ccc(C(=O)N2CCc3c(c(-c4nc(-c5ccccc5F)no4)nn3C)C2)cc1C | i
COc1ccc(CCC(=O)N2CCCN(C(=O)c3cc(-c4cccc(Cl)c4)on3)CC2)cc1 | i
Cc1ccc(NC(=O)c2cc(-c3ccc4c(c3)OCCO4)on2)cc1C | 3
CC1CN(c2nc3c(c(=O)[nH]c(=O)n3C)n2CC(=O)O)CC(C)O1 (stereo unspecified) | 5
O=C(Nc1nc(-c2ccco2)c(-c2ccco2)s1)c1ccccc1 | 71*
Cc1cc(C(=O)N2CCN(Cc3cc(C)on3)CC2)n(C)n1 | i
CCOC(=O)c1sc2ncnc(Nc3cn[nH]c3)c2c1C | 31
CC(C)c1nc(Cn2cc(C(N)=O)c(-c3ccccc3)n2)cs1 | i
CC(C)n1c(=O)c2cn(S(=O)(=O)c3ccc(Br)s3)nc2n(C(C)C)c1=O | i
O=C1CC(C(=O)N2CCN(S(=O)(=O)c3ccc(Br)cc3)CC2)c2ccc(F)cc2N1 (stereo unspecified) | i
SMILES | anti-Giardia
COCCNC(=O)N1Cc2c(C)nn(-c3ccccc3)c2-n2cccc2C1c1cccc(C)c1 (stereo unspecified) | 10
CC(C)c1ccc(NC(=O)c2ccc(F)c(S(=O)(=O)N3CCN(c4ccccc4)CC3)c2)cc1 | i
COc1ccc(CNC(=O)C2(C)CCN(C(=O)CSc3ccccc3)CC2)cc1 | i
CCN1C(=O)C(=O)N(Cc2noc(-c3cccc(C)c3)n2)C1=O | i
CC(=O)N1CCN(C(c2ccccc2)c2oc3ccccc3c2NC(=O)c2ccccc2)CC1 (stereo unspecified) | i
O=C(N[C@H]1C[C@@H]2C[C@H]1N(C(=O)Nc1ccc3c(c1)CCC3)C2)c1ccccc1 | 7
O=C(Cc1ccccc1Cl)NCCc1noc(-c2ccccn2)n1 | 22
CCCNC(=O)[C@@H]1[C@@H]2C=C[C@@]3(CN(Cc4ccccc4Cl)C(=O)[C@H]13)O2 | 16
CC(C)c1oc(C2CCCN2S(=O)(=O)c2cc(C(N)=O)n(C)c2)nc1-c1ccccc1 (stereo unspecified) | 0
Cn1cc(CN2C(=O)NC(C)(c3ccco3)C2=O)cn1 (stereo unspecified) | 16
O=C(CSc1ccccc1)Nc1ncn[nH]1 | i
Cc1ccc(C(=O)Nc2cc(-c3nc(C)cs3)sc2C)cc1 | 56*
Cc1cc2[nH]c(C(=O)Nc3ccccc3C)c(CN3CCOCC3)c2s1 | 98*
COc1ccc(-n2c(CN3CCN(S(=O)(=O)c4cc(C)ccc4C)CC3)nc3cccnc32)cc1 | 14
O=C1CC2(CCCCC2)C(=O)N1CC(O)COc1ccccc1 (stereo unspecified) | 3
Cc1ccc(NC(=O)Nc2ccc3c(c2)CCN3S(=O)(=O)c2ccccc2)cc1 | 10
Cc1sc2cc(C(=O)N3CCN(c4ccc(F)cc4)CC3)[nH]c2c1CN1CCOCC1 | 28

Reformatted: 28 of the compounds above.
Structure,anti-Giardia
CCn1cc(C(=O)Nc2ccccc2O)c(=O)c2cc(F)c(N3CCN(C(C)=O)CC3)cc21,i
Cc1sc2nc(CN3CCCC3)nc(Sc3nnc4ccccn34)c2c1C,i
CCC(C)NC(=O)CN1CCN(CN2C(=O)NC3(CCCCCC3)C2=O)CC1 (stereo unspecified),i
CCn1c(COC(=O)c2c(OC)cccc2OC)nc2cc(S(=O)(=O)N3CCCCC3)ccc21,i
Cc1ccc(C(=O)N2CCc3c(c(-c4nc(-c5ccccc5F)no4)nn3C)C2)cc1C,i
COc1ccc(CCC(=O)N2CCCN(C(=O)c3cc(-c4cccc(Cl)c4)on3)CC2)cc1,i
Cc1ccc(NC(=O)c2cc(-c3ccc4c(c3)OCCO4)on2)cc1C,3
CC1CN(c2nc3c(c(=O)[nH]c(=O)n3C)n2CC(=O)O)CC(C)O1 (stereo unspecified),5
O=C(Nc1nc(-c2ccco2)c(-c2ccco2)s1)c1ccccc1,71*
Cc1cc(C(=O)N2CCN(Cc3cc(C)on3)CC2)n(C)n1,i
CCOC(=O)c1sc2ncnc(Nc3cn[nH]c3)c2c1C,31
CC(C)c1nc(Cn2cc(C(N)=O)c(-c3ccccc3)n2)cs1,i
CC(C)n1c(=O)c2cn(S(=O)(=O)c3ccc(Br)s3)nc2n(C(C)C)c1=O,i
O=C1CC(C(=O)N2CCN(S(=O)(=O)c3ccc(Br)cc3)CC2)c2ccc(F)cc2N1 (stereo unspecified),i
COCCNC(=O)N1Cc2c(C)nn(-c3ccccc3)c2-n2cccc2C1c1cccc(C)c1 (stereo unspecified),10
CC(C)c1ccc(NC(=O)c2ccc(F)c(S(=O)(=O)N3CCN(c4ccccc4)CC3)c2)cc1,i
COc1ccc(CNC(=O)C2(C)CCN(C(=O)CSc3ccccc3)CC2)cc1,i
CCN1C(=O)C(=O)N(Cc2noc(-c3cccc(C)c3)n2)C1=O,i
CC(=O)N1CCN(C(c2ccccc2)c2oc3ccccc3c2NC(=O)c2ccccc2)CC1 (stereo unspecified),i
O=C(N[C@H]1C[C@@H]2C[C@H]1N(C(=O)Nc1ccc3c(c1)CCC3)C2)c1ccccc1,7
O=C(Cc1ccccc1Cl)NCCc1noc(-c2ccccn2)n1,22
CCCNC(=O)[C@@H]1[C@@H]2C=C[C@@]3(CN(Cc4ccccc4Cl)C(=O)[C@H]13)O2,16
CC(C)c1oc(C2CCCN2S(=O)(=O)c2cc(C(N)=O)n(C)c2)nc1-c1ccccc1 (stereo unspecified),0
Cn1cc(CN2C(=O)NC(C)(c3ccco3)C2=O)cn1 (stereo unspecified),16
O=C(CSc1ccccc1)Nc1ncn[nH]1,i
Cc1ccc(C(=O)Nc2cc(-c3nc(C)cs3)sc2C)cc1,56*
Cc1cc2[nH]c(C(=O)Nc3ccccc3C)c(CN3CCOCC3)c2s1,98*
COc1ccc(-n2c(CN3CCN(S(=O)(=O)c4cc(C)ccc4C)CC3)nc3cccnc32)cc1,14
